# PDI inh – inhibitors of human protein disulfide isomerase. PDI insulin aggregation turbidity, A650, 90 min. inhibition, % at 10 µM. 0.052% of 350,000 active;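 active = mean inhibition across replicates of 30% or more, whatever share of single replicates reach that level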;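 note: absorbance from insulin aggregation driven by PDI reduction with DTT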
# Target sequence (P07237 whole entry, looked up): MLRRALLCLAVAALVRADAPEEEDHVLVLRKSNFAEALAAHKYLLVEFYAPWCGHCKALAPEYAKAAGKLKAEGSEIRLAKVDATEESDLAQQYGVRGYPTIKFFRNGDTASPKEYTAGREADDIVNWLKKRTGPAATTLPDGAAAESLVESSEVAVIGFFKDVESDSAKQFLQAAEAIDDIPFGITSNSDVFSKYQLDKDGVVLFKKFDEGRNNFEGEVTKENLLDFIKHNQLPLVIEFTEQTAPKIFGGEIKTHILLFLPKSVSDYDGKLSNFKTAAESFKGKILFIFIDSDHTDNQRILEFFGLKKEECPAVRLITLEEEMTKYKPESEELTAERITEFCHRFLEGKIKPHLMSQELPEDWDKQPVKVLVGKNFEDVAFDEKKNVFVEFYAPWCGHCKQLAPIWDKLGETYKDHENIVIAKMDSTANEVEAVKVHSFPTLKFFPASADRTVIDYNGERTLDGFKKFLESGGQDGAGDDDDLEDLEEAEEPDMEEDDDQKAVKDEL
# m5-HT2A agonist – activates the mouse 5-HT2A serotonin receptor; P35363; 0.66% of 360,000 active; AID 624169; activation, % at 7.6 µM; CHO-K1 mHTR2A beta-arrestin complementation, luminescence; percent of 30 µM serotonin response;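 active = activation above a run cutoff, the mean activation of all tested compounds plus 3 SD, cut at about 14% in these data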;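 note: 0% = plate median of compound wells and 100% = 30 µM serotonin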
# Target sequence (P35363 whole entry, looked up): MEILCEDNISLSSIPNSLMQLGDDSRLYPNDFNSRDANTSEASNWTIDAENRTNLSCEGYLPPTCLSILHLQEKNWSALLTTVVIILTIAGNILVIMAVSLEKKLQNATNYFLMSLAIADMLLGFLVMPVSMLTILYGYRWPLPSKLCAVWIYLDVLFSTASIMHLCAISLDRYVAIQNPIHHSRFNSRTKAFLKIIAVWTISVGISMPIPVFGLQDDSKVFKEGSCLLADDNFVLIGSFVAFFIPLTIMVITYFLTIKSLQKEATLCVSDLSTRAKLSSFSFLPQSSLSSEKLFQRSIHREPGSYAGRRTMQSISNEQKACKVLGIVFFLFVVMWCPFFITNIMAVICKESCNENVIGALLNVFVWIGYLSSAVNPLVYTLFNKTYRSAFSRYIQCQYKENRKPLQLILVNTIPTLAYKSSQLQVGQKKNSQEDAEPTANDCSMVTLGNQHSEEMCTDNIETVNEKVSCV
# aDG glyco up – alpha-DG glycosylation activation. 0.22% of 360,000 active. Pro5-aDG cells, alpha-DG glycosylation AlphaScreen (IIH6); 0% Pro5, 100% B10-LARGE cell signal. activation, % at 10 µM;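 active = activation of at least 8% versus controls, or a plate z-score of at least 8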;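 note: Pro5 are CHO cells carrying HIG-tagged alpha-DG that lacks glycosylation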
# Granule exo inh – blocks lytic granule exocytosis | TALL-104 LAMP-1 surface exposure, flow cytometry; cells stimulated with thapsigargin and PMA | inhibition, % at 10 µM | 0.66% of 360,000 active | AID 651702;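 active = inhibition above about 55%, limit read from the data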
# Vif imaging – HIV Vif inhibition. inhibition, % at 7.49 µM. HEK293T cells, Vif self-association by quenched fluorescence, imaging, 24 h. 0.35% of 340,000 active; in the data active = inhibition above about 50%, passing the limit was not always enough; note: some results filed as inactive read as strong as hits
# iPSC survival up – hiPSC single-cell survival enhancement; ATPlite luminescence; 100% = ROCK inhibitor wells, 0% = DMSO; survival enhancement, % at 20 µM; 0.044% of 360,000 active; in the data active = survival enhancement above about 18%;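 note: cells exposed to compounds for 16 hours before the ATP read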
# H9c2 protect – myocardial damage modulation in H9c2 cells | H9c2 cardiomyocytes, H2O2 injury protection, ATPLite, 2 h | protection from H2O2 cell death, % at 20 µM | 0.63% of 360,000 active;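 active = compounds giving at least 50% protection of heart cells from peroxide-induced death in the single-dose screen, raw or plate-pattern-corrected value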;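 note: 0% = DMSO wells with peroxide and 100% = DMSO wells without peroxide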
# Glyco luc inh – N-linked glycosylation inhibition; D54 ERlucT glycosylation luciferase reporter, 24 h; percent of 100 nM tunicamycin response; reporter increase, % at 12.5 µM; 0.23% of 360,000 active; AID 588692;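 active = mean luciferase reporter signal, scaled so untreated is 0 and the glycosylation-blocking control 100, at or above a set limit in every replicate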;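 note: luciferase carries N-glycosylation sites so blocking glycosylation raises the light; 0% = median of neutral control wells and 100% = median of 100 nM tunicamycin wells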
# CaV13 FRET inh – Primary screen for inhibitors of IQ motif and Ca2+-dependent inactivation inhibitor domain binding in CACNA1D, Förster resonance energy transfer in living cells, … | inhibition, % at 12.3 µM | HEK cells, CFP/YFP FRET ICDI-IQ, plate reader, 10 min; percent FRET-ratio fall versus neutral wells | AID 743397 | 0.098% of 340,000 active;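 active = mean replicate inhibition of at least 30% and at least 1% of replicates passing that level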;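 note: 0% = median of the neutral control wells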
# ABCB6 inh MLPCN – inhibitors of human ABC transporter ABCB6; K562-ABCB6 porphyrin accumulation, flow cytometry, 1 h; active compounds read low; fluorescence ratio to DMSO, % at 10 µM; 0.19% of 360,000 active; AID 602162;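 active = fluorescence ratio to DMSO below 75%, the collection mean minus 3 SD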;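 note: signal is porphyrin accumulated inside mitochondria; 100% equals median channel fluorescence of DMSO control wells; lower ratio means ABCB6 inhibition with less porphyrin fluorescence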
# Numbers without * were called inactive; . = no result given.
SMILES,PDI inh,m5-HT2A agonist,aDG glyco up,Granule exo inh,Vif imaging,iPSC survival up,H9c2 protect,Glyco luc inh,CaV13 FRET inh,ABCB6 inh MLPCN
CCC(=O)NC1(Cc2ccc(O)cc2)CCCCC1,3,4,0.4,0,21,-0.7,1,-4,-5,106
Cc1cc(C(=O)Nc2ccccc2N2CCOCC2)c2ccccc2n1,13,3,-0.1,0,0,0.9,24,1,-6,103
COc1ccccc1-c1coc2c(CN3CCCC(C)C3)c(O)ccc2c1=O (centres undefined),4,5,0.0,-11,-2,-0.5,6,1,-2,95
CCOC(=O)c1nn(-c2cccc(Cl)c2)c2nc(Nc3ccccc3)cc(=O)n12,-6,-1,-0.2,4,-3,1.2,3,6,-3,98
Cc1ccc(S(=O)(=O)n2nc(-n3c(C)ccc3C)c3c(F)cccc32)c2ccccc12,-6,1,-0.2,15,11,1.1,-3,-6,-22,94
O=CNC1c2ccccc2CCc2ccccc21,4,-1,3.9,-15,61*,0.2,1,-1,-6,98
Cc1ccccc1-c1nnc(-c2ccccc2C)o1,0,-4,0.3,0,3,0.3,-11,-1,-5,94
COc1ccc(C(=O)C(CN2CCOCC2)c2ccccc2)cc1 (centres undefined),1,-3,0.3,1,0,-1.3,-3,-14,-7,98
O=C1CSc2ccccc2N1,1,4,-0.1,3,6,-6.5,2,1,-13,102
O=C(COc1ncnc2scc(-c3ccccc3)c12)NC1CCCc2ccccc21 (centres undefined),-14,5,-0.1,4,-2,-0.2,2,1,-5,97
COc1ccc(NC(=O)COC(C)=O)cc1OC,1,-1,0.0,-3,-5,0.3,0,1,-4,93
O=C(NC1CCCC1)c1ccc2c(c1)N(Cc1ccc(F)cc1)CCS2,14,-5,0.2,0,1,0.4,0,-4,-16,102
CCOc1ccc(CCNC(=O)c2cc(=O)[nH]c3ccc(S(=O)(=O)N(CC)CC)cc23)cc1OCC,1,17*,-0.5,39,4,-0.4,1,-2,-5,96
COc1ccc(CC(=O)Nc2cccc3ncccc23)cc1OC,1,6,-0.1,2,-12,-0.9,5,-2,-2,94
c1ccc2c(C[C@@H]3CNCCN3CC3CCCCC3)cccc2c1,-11,-4,0.9,-7,-1,-2.9,-15,0,-10,99
Cc1cccc(NC(=O)c2ccc(Cn3cc(C(F)(F)F)ccc3=O)cc2)c1,8,-2,0.3,6,2,4.0,6,-4,-4,95
Cc1ccc(OC(=O)c2ccc(Cl)c([N+](=O)[O-])c2)cn1,-3,5,-0.1,33,-8,0.2,-6,2,-3,97
CCC1CN(C)C2Cc3c([nH]c4ccccc34)C(=O)CC1C2C(=O)OC (centres undefined),.,2,0.2,-2,7,-2.5,18,2,.,102
CCc1ccc(C(=O)CSc2n[nH]c(C)n2)cc1,-8,2,-0.4,0,7,-0.1,0,0,-6,94
O=C(NC1CCCCC1)c1cc(S(=O)(=O)N2CCN(c3ccccc3)CC2)ccc1Cl,5,-3,0.3,0,-25,1.9,-1,-5,-4,88
COc1ccc(NS(=O)(=O)c2ccc(N3CCOCC3)c(NC(=O)c3cccc(F)c3)c2)cc1,11,3,-0.2,4,2,2.3,-1,2,-4,98
c1coc(-c2ncc[nH]2)c1,0,5,-0.1,0,-5,5.0,3,0,-5,98
O=C(NC(Cc1ccccc1)C(=O)N1CCCCCC1)c1ccccc1 (centres undefined),10,0,0.1,-1,-4,-0.6,7,1,-3,100
CCOC(=O)C(C)(C)Sc1nc2c(cnn2-c2ccc(C)cc2)c(=O)[nH]1,-16,-2,-0.1,-3,-13,1.5,-7,2,-4,94
CCCCNCc1nc2ccccc2c(=O)[nH]1,-5,4,-0.3,3,-1,-0.6,32,-1,-4,95

# Structures shown so far containing an aryl thioether with sulfur outside any ring (two):
SMILES,PDI inh,m5-HT2A agonist,aDG glyco up,Granule exo inh,Vif imaging,iPSC survival up,H9c2 protect,Glyco luc inh,CaV13 FRET inh,ABCB6 inh MLPCN
CCc1ccc(C(=O)CSc2n[nH]c(C)n2)cc1,-8,2,-0.4,0,7,-0.1,0,0,-6,94
CCOC(=O)C(C)(C)Sc1nc2c(cnn2-c2ccc(C)cc2)c(=O)[nH]1,-16,-2,-0.1,-3,-13,1.5,-7,2,-4,94

# Full records, quoted from the list. Order of values: PDI inh | m5-HT2A agonist | aDG glyco up | Granule exo inh | Vif imaging | iPSC survival up | H9c2 protect | Glyco luc inh | CaV13 FRET inh | ABCB6 inh MLPCN
# Listed for COc1ccc(NC(=O)COC(C)=O)cc1OC = 1 | -1 | 0.0 | -3 | -5 | 0.3 | 0 | 1 | -4 | 93
# Listed for CCC(=O)NC1(Cc2ccc(O)cc2)CCCCC1 = 3 | 4 | 0.4 | 0 | 21 | -0.7 | 1 | -4 | -5 | 106
# Listed for CCc1ccc(C(=O)CSc2n[nH]c(C)n2)cc1 = -8 | 2 | -0.4 | 0 | 7 | -0.1 | 0 | 0 | -6 | 94
# Listed for CCOc1ccc(CCNC(=O)c2cc(=O)[nH]c3ccc(S(=O)(=O)N(CC)CC)cc23)cc1OCC = 1 | 17* | -0.5 | 39 | 4 | -0.4 | 1 | -2 | -5 | 96

# (cont.)
SMILES,PDI inh,m5-HT2A agonist,aDG glyco up,Granule exo inh,Vif imaging,iPSC survival up,H9c2 protect,Glyco luc inh,CaV13 FRET inh,ABCB6 inh MLPCN
O=C(/C=C/c1ccccc1[N+](=O)[O-])N1CCN(c2ccc(F)cc2)CC1,-13,2,0.2,0,-1,2.0,-3,2,-11,96
Cc1cc(C(=O)Nc2nnc(C3CCCCC3)s2)no1,3,4,-0.1,5,6,2.5,-4,3,-7,101
CS(=O)(=O)c1ccc(C(=O)NCc2ccccc2F)cc1,-10,-1,-0.2,-3,-1,-0.3,4,-2,-3,98
Cc1ccc(S(=O)(=O)Nc2ccc(-c3nnc(SCc4ccccc4Cl)o3)cc2)cc1,5,3,0.2,0,-6,-1.8,-10,-2,-16,95
CC(C)[C@H](NC(=O)c1ccccc1Cl)C(=O)OCC(=O)NCc1ccc2c(c1)OCO2,-2,-1,-0.1,-5,18,0.0,1,0,-5,95
CNC(=O)c1ccc(Nc2nnc(-c3ccc(O)cc3)c3ccccc23)cc1,6,-3,-0.1,23,17,-0.7,31,2,-2,100
CN(c1cccc(NC(=O)c2ccc(Cl)c(S(=O)(=O)Nc3ccccc3)c2)c1)S(C)(=O)=O,-9,10,0.3,0,-18,0.6,6,-5,-10,88
O=C(C1CC1)N1CCN=C1SCc1ccc(Cl)cc1,9,-1,-0.2,5,5,-0.8,2,1,.,100
CC(C)CN(C(=O)Cn1c(C(F)(F)F)nc2ccccc21)c1c(N)n(Cc2ccccc2)c(=O)[nH]c1=O,10,5,-0.1,-1,3,-0.6,8,1,-5,99
O=C(CSc1ccc(-c2ccccn2)nn1)NCc1ccc(Cl)cc1,7,-3,0.1,4,-6,0.7,9,2,-3,94
CC(C)c1ccc(/C=C/C(=O)NC(=S)NN2CCOCC2)cc1,5,-15,0.1,8,0,0.4,-7,0,.,103
O=C1NN(c2ccccc2)C(=O)/C1=C/c1ccc(-c2ccc(Cl)c(C(=O)O)c2)o1,5,1,-0.1,0,4,1.6,-2,1,-3,103
Fc1ccc(CSc2nnc(-c3cnccn3)n2Cc2ccco2)cc1,10,-1,0.3,0,-2,-0.1,6,-2,-6,93
CCc1nc2ccc(C(=O)N(CC)CCN(C)C)cn2c1N(C=O)CCC(C)C,-19,1,-0.4,-2,5,-2.1,12,2,-6,94
FC(F)(F)c1cccc(NC(=S)NC(c2ccccc2)c2ccccc2)c1,0,-6,1.7,6,-7,-0.1,-27,-11,-6,96
COC(=O)c1cc2ccsc2n1CC(=O)Nc1ccc(N(C)C)cc1,-5,0,-0.3,0,-1,-1.6,0,-1,-4,101
OCC1CCCN(Cc2cn(Cc3ccccc3)nc2-c2cc3ccccc3o2)C1 (centres undefined),-2,0,0.6,8,8,-0.2,-3,-2,-5,100
S=C(Cc1ccc(-c2ccccc2)cc1)N1CCOCC1,10,1,-0.2,-6,6,0.0,1,-1,-19,97
O=C(CSc1nncs1)NC(=O)NC1CCCC1,13,-4,0.0,-1,0,-1.0,-2,0,1,96
CN(C)c1cccc(C(=O)OCC(=O)Nc2ccccc2-c2ccccc2)c1,2,-2,-0.1,-3,.,0.0,-15,0,-5,92
COc1ccc(-c2nnc(SCC(=O)NC3CCCCC3)o2)cc1OC,.,8,-0.2,1,11,6.0,-4,0,8,102
COc1ccccc1-c1c(C#N)c(N)nc2c1CCc1ccccc1-2,0,1,2.7,16,0,-1.8,-13,32*,-4,142
COc1ccc(/C=N\NC(=O)c2cc(O)c(O)c(O)c2)cc1COc1ccc(C(=O)OCC(C)C)cc1,0,-1,-0.1,3,-4,0.8,53*,1,-4,100
O=C(O)COc1ccc(/C=C/c2nc3ccc([N+](=O)[O-])cc3s2)cc1,10,3,-0.2,42,-1,-0.4,-7,-1,-11,89
CCc1ccc(OCC(=O)N(Cc2cccs2)C2CCS(=O)(=O)C2)cc1 (centres undefined),.,-4,0.2,-4,7,1.6,3,-1,-3,100

# Going on with the list:
SMILES,PDI inh,m5-HT2A agonist,aDG glyco up,Granule exo inh,Vif imaging,iPSC survival up,H9c2 protect,Glyco luc inh,CaV13 FRET inh,ABCB6 inh MLPCN
COc1ccc(S(=O)(=O)N2CCOCC2)cc1NC(=O)Cc1sc(C)nc1-c1ccc(F)cc1,-10,-2,0.0,7,0,-0.6,5,-2,-15,99
NS(=O)(=O)c1ccc(NC(=O)COc2ncnc3c2cnn3-c2ccccc2)cc1,-1,5,0.0,-3,0,-0.8,4,-1,-2,97
CN1CCN(/C=N/c2sc3c(c2C#N)CCCCC3)CC1,-2,0,-0.6,-2,3,-3.4,9,0,-5,104
O=C(COC(=O)[C@H](Cc1ccccc1)NC(=O)c1ccco1)Nc1ccccc1,-5,-7,0.0,0,6,-3.2,16,-1,-5,102
Cc1c(C(=O)NNC(=O)c2ccccc2O)oc2ccccc12,-3,-6,0.2,-12,1,-0.1,12,-1,19,94
O=C(Cn1cnc2c(cnn2-c2ccc(Cl)cc2)c1=O)N1CCN(c2ccccc2)CC1,-1,5,-0.2,-2,-3,0.3,-19,1,9,94
CSc1nc(O)c(Nc2ccccc2)c(=O)[nH]1,-1,-5,0.3,-10,17,-2.1,2,1,-6,102
O=C(O)c1ccc(OCCCCCCOC2CCCCO2)cc1 (centres undefined),-21,-6,-0.1,-7,.,-0.7,0,3,-20,100
CCOC(=O)CNC(=O)N1CCc2ccc(NC(=O)c3ccccc3OC)cc2C1,16,3,0.0,9,8,-0.7,12,5,-19,97
Nc1c(C(=O)N2CCOCC2)sc(=S)n1-c1ccccc1,13,3,-0.2,0,11,-0.3,-3,-1,-4,93
CC(Sc1nc(-c2ccccc2)cc(C(F)(F)F)n1)C(=O)O (centres undefined),-2,7,1.3,-2,3,2.3,4,-1,8,98

# Some of these compounds in order of their number in aDG glyco up, ascending.
Structure,PDI inh,m5-HT2A agonist,aDG glyco up,Granule exo inh,Vif imaging,Glyco luc inh,CaV13 FRET inh,ABCB6 inh MLPCN
CN1CCN(/C=N/c2sc3c(c2C#N)CCCCC3)CC1,-2,0,-0.6,-2,3,0,-5,104
Nc1c(C(=O)N2CCOCC2)sc(=S)n1-c1ccccc1,13,3,-0.2,0,11,-1,-4,93
O=C(COC(=O)[C@H](Cc1ccccc1)NC(=O)c1ccco1)Nc1ccccc1,-5,-7,0.0,0,6,-1,-5,102

# Bioassay records (PubChem)
